Screens (PubChem)
TRHR enhancer: qHTS for Small Molecule Agonists and Allosteric Enhancers of Human TRH Receptor: Primary Screen for Enhancers; TRHR cells, fluo-8 calcium fluorescence, EC20 TRH enhancement; enhancement, % at 2 µM; 0.66% of 360,000 active; AID 493056, 2011; in the data active = enhancement above about 30%; note: 0% is about no effect
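TRHR-expressing cells loaded with fluo-8 calcium dye were read kinetically (ex 480/em 530) during compound addition, then stimulated with an EC20 of TRH (10 nM final). Enhancement of the Gq-mediated intracellular calcium response was scored.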
IDH1 R132H inh: qHTS for Inhibitors of mutant isocitrate dehydrogenase 1 (IDH1): qHTS; IDH1-R132H enzyme, NADPH consumption, diaphorase/resazurin fluorescence; AID 602179, 2012; Isocitrate dehydrogenase [NADP] cytoplasmic (Homo sapiens), O75874; Potency, µM (doses to about 76.6 µM), without a hit: at the top dose activity change, negative = inhibition, actives largely listed as inhibitors; 0.093% of 390,000 active; note: potency is the fitted concentration of half-maximal effect; % is set by controls: 0 for no effect and ±100 for the full control effect; nearly all actives have a fitted effect of over 65% in size
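IDH1-R132H (0.5 ug/mL) preincubated 30 min with compound, then NADPH (0.016 mM) and alpha-KG (2 mM) added; 80 min at RT, pH 7.5. Remaining NADPH coupled via diaphorase/resazurin to fluorescence (540/590 nm); concentration-response curves normalized to no-enzyme control.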
PI4K2A inh: qHTS for small molecular inhibitors of PI4K2A | AID 1346378, 2018 | 0.13% of 420,000 active | purified PI4K2A, ADP-Glo luminescence, 1 h; stronger effect = lower value | activity change, negative = inhibition, % at 76.9 µM | Phosphatidylinositol 4-kinase type 2-alpha (Homo sapiens), Q9BTU6; in the data active = activity change below about -50%; inconclusive = mostly about -30% to -49%;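 note: -100% = wells without enzyme as full effect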
Target sequence (Q9BTU6 whole entry, looked up): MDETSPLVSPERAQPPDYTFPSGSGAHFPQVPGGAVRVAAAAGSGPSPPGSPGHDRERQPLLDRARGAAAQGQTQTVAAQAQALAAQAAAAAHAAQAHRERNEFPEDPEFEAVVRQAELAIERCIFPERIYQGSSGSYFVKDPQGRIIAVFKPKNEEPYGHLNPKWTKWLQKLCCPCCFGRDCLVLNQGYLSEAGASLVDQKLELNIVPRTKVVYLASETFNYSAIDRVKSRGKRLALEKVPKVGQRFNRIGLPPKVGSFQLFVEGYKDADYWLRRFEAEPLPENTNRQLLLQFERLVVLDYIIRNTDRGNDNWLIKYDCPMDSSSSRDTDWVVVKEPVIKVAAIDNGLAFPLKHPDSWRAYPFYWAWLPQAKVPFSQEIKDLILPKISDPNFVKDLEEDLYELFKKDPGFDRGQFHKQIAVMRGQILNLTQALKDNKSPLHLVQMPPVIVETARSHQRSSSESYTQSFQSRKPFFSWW
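In this quantitative HTS, ADP production by PI4K2A was quantified luminescently after 1 h at ambient temperature; 100 microM adenosine served as plate-quality control.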
TRHR ag: qHTS for Small Molecule Agonists and Allosteric Enhancers of Human TRH Receptor: Primary Screen for Agonists; Thyrotropin-releasing hormone receptor (Homo sapiens), P34981; activation, % at 2 µM; 0.18% of 360,000 active; TRHR cells, calcium flux fluo-8, FDSS agonist mode; in the data active = activation above about 30%; note: 0% is about no effect
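Agonist-mode FDSS calcium read (Ex 480/Em 530, 1 s cycles) in 1536-well TRHR cells with fluo-8 dye, after 10-cycle baseline and 23 nL compound addition; TRH at EC20 (10 nM final) added afterwards for the enhancer phase.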
rTrxR1 inhibitor: qHTS Assay for Inhibitors of Mammalian Selenoprotein Thioredoxin Reductase 1 (TrxR1): qHTS | 1% of 390,000 active | recombinant rTrxR1, NADPH fluorescence consumption, selenite substrate | Thioredoxin reductase 1, cytoplasmic (Rattus norvegicus), O89049 | Potency, µM (doses to about 114 µM), without a hit: at the highest dose activity change, negative = inhibition, usual class: inhibitors | AID 588453, 2011; note: potency is the fitted concentration of half-maximal effect; % is set by controls: 0 for no effect and ±100 for the full control effect; nearly all actives have a fitted effect of over 65% in size
Target sequence (O89049 whole entry, looked up): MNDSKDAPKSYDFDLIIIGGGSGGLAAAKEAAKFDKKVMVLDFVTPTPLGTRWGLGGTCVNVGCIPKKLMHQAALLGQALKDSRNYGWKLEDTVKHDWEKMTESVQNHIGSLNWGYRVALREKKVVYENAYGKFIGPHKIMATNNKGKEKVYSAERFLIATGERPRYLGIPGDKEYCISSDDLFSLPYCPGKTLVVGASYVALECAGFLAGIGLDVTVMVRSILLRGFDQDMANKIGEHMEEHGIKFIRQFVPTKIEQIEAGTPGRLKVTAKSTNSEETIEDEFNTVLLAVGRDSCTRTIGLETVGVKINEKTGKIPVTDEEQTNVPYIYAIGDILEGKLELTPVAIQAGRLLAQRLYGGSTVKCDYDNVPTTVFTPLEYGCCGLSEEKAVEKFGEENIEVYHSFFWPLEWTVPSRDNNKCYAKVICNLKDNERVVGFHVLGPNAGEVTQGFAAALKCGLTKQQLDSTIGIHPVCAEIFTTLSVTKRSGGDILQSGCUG
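Rat TrxR1 (90 nM in the dispensed reagent) was pre-reduced with 400 uM NADPH for 5 min at room temperature, then incubated with compound for 15 min. After 400 uM selenite was added, NADPH fluorescence (Ex 340/Em 450 nm) was followed for 8 min.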
TrxR1 substrate: qHTS Assay for Substrates of Mammalian Selenoprotein Thioredoxin Reductase 1 (TrxR1): qHTS. Thioredoxin reductase 1, cytoplasmic (Rattus norvegicus), O89049. purified TrxR1 substrate turnover, NADPH consumption readout. Potency, µM (doses to about 114 µM), inactives show at the highest dose activity change, negative = substrate turnover. 0.01% of 390,000 active. AID 588456, 2011; note: potency is the fitted concentration of half-maximal effect; % is set by controls: 0 for no effect and ±100 for the full control effect; nearly all actives have a fitted effect of over 50% in size
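Rat TrxR1, dispensed at 90 nM, was prereduced with 400 uM NADPH (final) for 5 min at ~22 deg C, then incubated with compound 15 min before 400 uM selenite. A first-read NADPH fluorescence drop versus no-compound background flagged substrates.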
USP1-UAF1 inh: Inhibitors of USP1/UAF1: Primary Screen; Ubiquitin carboxyl-terminal hydrolase 1 (Homo sapiens), O94782; recombinant USP1/UAF1, Ub-Rhodamine cleavage fluorescence; Potency, µM (doses to about 57.1 µM), inactives show at the top dose activity change, negative = inhibition, hits mostly inhibitors; 0.23% of 390,000 active; AID 743255, 2014; note: potency is the fitted concentration of half-maximal effect; % is set by controls: 0 for no effect and ±100 for the full control effect; nearly all actives have a fitted effect of over 60% in size; inactives centre near -12
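In this screen, compounds sit with the deubiquitinase complex (1nM) for 15 min at room temperature before Ub-Rho is added at 150nM final. Fluorescence rise is then followed for 6 reads every 60 seconds.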
D2 antagonist: HTS Assay for Allosteric Antagonists of the Human D2 Dopamine Receptor: Primary Screen for Antagonists; D(2) dopamine receptor (Homo sapiens), P14416; HEK293 TREx D2 cells, calcium flux, dopamine EC80; inhibition, % at 10 µM; 2% of 340,000 active; in the data active = inhibition above about 30%; note: 0% is about no effect
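Measurement of antagonist activity uses fluorescent calcium dye in inducible HEK293 T-REx D2 cells: 10 s baseline, compound addition with 180 s read, EC80 dopamine addition with a further 180 s read.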
D2 agonist: HTS Assay for Allosteric Agonists of the Human D2 Dopamine Receptor: Primary Screen for Agonists; D(2) dopamine receptor (Homo sapiens), P14416; HEK293 T-REx D2 cells, calcium flux agonist mode; activation, % at 2 µM; 0.53% of 340,000 active; AID 485358, 2010;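 active = activation over 3 SD above normal in the single-dose calcium agonist read, cut at about 30% in these data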; note: 0% is about no effect
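In this primary screen, compounds producing a positive calcium signal within 180 s of addition to tetracycline-induced, force-coupled HEK293 Trex D2 cells are flagged; cells are dye-loaded with a no-wash calcium kit beforehand.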
* = called active by the depositor; ? = inconclusive; . = not tested or not shown; & = joins results of further samples; [ ] = another dose, or the depositor's remark. Unless noted, calls come from the whole dose curve; as a rule, active = well fitted inhibition curve with a large enough effect; inconclusive = small, poorly fitted or top-dose-only effect; inactive = no such curve, though single readings can be large or run the other way.

SMILES | TRHR enhancer | IDH1 R132H inh | PI4K2A inh | TRHR ag | rTrxR1 inhibitor | TrxR1 substrate | USP1-UAF1 inh | D2 antagonist | D2 agonist
COc1ccc(OCC(O)Cn2cnc(-c3ccc(Br)cc3)c2)cc1 (configuration not stated) | 1 | 9% | -2 | 0.5 | 4%[57.1 µM] | -4%[57.1 µM] | -5% | . | .
CC(=O)c1c(C)n(-c2ccccc2Br)c2ccc(O)cc12 | 5 | 15% | -3 | -1.8 | 1% | 7% | -15% | -6 | -0.2
CCSc1nc2c(c(=O)[nH]1)C(c1ccncc1)C(C(=O)OC)=C(C)N2 (configuration not stated) | 2 | 3% | 6 | -0.1 | 5%[57.1 µM] | 1%[57.1 µM] | -2% | 9 | 0.6
Cc1ccc(-c2nnc(-c3ccc4ccccc4c3)o2)cc1 | . | 3% | 3 | . | 12% | 89%[activator] | -18% | . | .
COC(=O)c1sccc1N/N=C/c1ccc(OC)c(OC)c1OC | 7 | 4% | 2 | -0.3 | -3%[57.1 µM] | 19% | -5% | -8 | -1.1
COc1ccc(C2=C(C)C(=O)N(Cc3ccc(C(=O)NCc4ccc(C)cc4)cc3)S2(=O)=O)cc1 | 1 | . | -3 | 0.1 | 7%[57.1 µM] | 7%[57.1 µM] | -21% | . | .
O=C(Oc1c(Cl)cc(Cl)c2ccccc12)N1CCCC1 | -4 | 4% | -2 | 0.5 | 23% | 4% | -24% | 16 | -0.3
Cc1cccc(OCCCC(=O)Nc2nnc(C3CCCO3)s2)c1C (configuration not stated) | -4 | 3% | -3 | -0.2 | -12% | -6% | -3% | 4 | -0.7
O=C(NCc1cccnc1)c1cc2nc(-c3ccc4c(c3)OCO4)cc(C(F)(F)F)n2n1 | 24 | 4% | 3 | 0.7 | 11% | 2% | -8% | -7 | -0.1
COc1ccc(CCNC(=O)c2csc3c2CCCC3)cc1 | -1 | 8% | 3 | -0.3 | 23%[57.1 µM] | -15%[57.1 µM] | -18% | 20 | -1.8
CC[C@@H](C)[C@@H](C(=O)N1CCN(C(=O)OC(C)(C)C)CC1)n1cc(CCC(=O)O)nn1 | -6 | 14% | 0 | 0.3 | 15% | 4% | -15% | 22 | -0.4
O=C(NCC1CCN(Cc2ccc(Cl)cc2)CC1)C1CCCN(c2ncnc3c2nc2n3CCCCC2)C1 (configuration not stated) | 0 | 2% | -1 | 0.7 | 17% | -1% | 0% | 13 | 0.9
COC(=O)C(C)NC(=O)CNS(=O)(=O)c1ccc(F)cc1 (configuration not stated) | -4 | -6% | 2 | 0.0 | 1%[57.1 µM] | -1%[57.1 µM] | -9% | -9 | 0.9
Cc1cc(C)n(C(=O)c2ccc([N+](=O)[O-])cc2Cl)n1 | 1 | -7% | -7 | -2.9 | 17% | 4% | -19% | -10 | -2.2
Cc1cccc(C)c1OCC(N)C(C)C (configuration not stated) | 5 | -6% | 4&-1 | -0.4 | 6%[57.1 µM] | 6%[57.1 µM] | -26% | -4 | 1.6
CCN(CC)/C(=N/S(=O)(=O)c1ccc(C)cc1)c1ccccc1 | -1 | 5% | -10 | 0.1 | 10% | -2% | -1% | 9 | 0.2
CCc1nc2c(cnn2-c2ccc(C)cc2)c(=O)n1-c1ccc(C)cc1 | -4 | 15% | -3 | 1.0 | 10% | 4% | -23% | . | 0.8
O=C(/C=C/c1ccc(F)cc1)NC(=S)Nc1ccccc1C(=O)NC1CCCCC1 | . | 0% | -2 | . | -9% | -10% | 1% | . | .
O=[N+]([O-])c1cccc2nc(-c3ccccc3)c(-c3ccccc3)nc12 | -22 | 1% | 6 | 2.2 | 5%[57.1 µM] | -20%[57.1 µM] | -8% | 7 | 0.0
CC1CCCN(S(=O)(=O)c2cccc(C(=O)NCC3CCCO3)c2)C1 (configuration not stated) | . | 4% | 1 | . | 18%[57.1 µM] | 10%[57.1 µM] | -5% | . | .
O=C(CSc1nnc2ccccn12)NC(=O)c1ccccc1 | -3 | -6% | 3 | 1.5 | 7% | 6% | -13% | 28 | 0.1
CCOC(=O)CC1(C)NC(=O)c2c(C)sc(C(=O)OCC)c2N1 (configuration not stated) | 7 | 4% | -1 | -0.2 | -11% | 94%[activator] | -16% | -13 | -1.2
Cc1ccccc1NC(=O)COc1nsnc1N1CCOCC1 | 0 | 6% | 3 | -0.3 | 17%[57.1 µM] | -1%[57.1 µM] | -7% | 12 | 1.6
Cc1cn([C@H](C(=O)NCCCCCCCCCCC(=O)N2CCN(C(=O)OC(C)(C)C)CC2)[C@@H](C)O)nn1 | -2 | -12% | -2 | -0.2 | 21%[57.1 µM] | 13%[57.1 µM] | -13% | -4 | 0.3
COc1ccc(CCNc2ccc([N+](=O)[O-])cn2)cc1 | -2 | -4% | -11 | -0.3 | 20% | -1% | -3% | 11 | 0.4
O=C(CSc1ncccn1)Nc1ccc(S(=O)(=O)N2CCCCC2)cc1 | 5 | -1% | 1 | -0.6 | 4% | 0% | 3% | -16 | -0.8
CC(C)(C)c1ccc(OCCON2C(=O)CCC2=O)c(Cl)c1 | -6 | 3% | -1 | 0.5 | 11% | 0% | -21% | 2 | 0.0
CCOC(=O)C1CC(c2ccccc2)=NNC1=O (configuration not stated) | 1 | 3% | 0 | -0.4 | 23%[57.1 µM] | 8%[57.1 µM] | -17% | 8 | -0.4
CC(NC(=O)COC(=O)C1CC1C)c1cccc(Cl)c1 (configuration not stated) | . | 1% | 1 | . | 6% | -2% | -25% | . | .
O=C(CNC(=O)c1ccco1)Nc1ccc(N2CCCCCC2)cc1 | 5 | -5% | -5 | -0.3 | -7% | -10% | -12% | 1 | 0.2
CCC(=O)OCC(=O)c1cc(C)n(-c2ccc(Br)cc2)c1C | 3 | 0% | -1 | -0.6 | -13%[57.1 µM] | -11% | -22% | -28 | -1.0
O=C(NCc1ccncc1)C(=O)Nc1nc2ccccc2s1 | 22 | 0% | -2 | -0.5 | -15% | -11% | -5% | -12 | 0.2
O=C(N/N=C/c1ccc(N2CCOCC2)s1)c1ccccc1Br | -4 | -4% | 2 | 5.6 | 13%[57.1 µM] | 9%[57.1 µM] | -26% | -1 | 5.5
C=CCNc1nnc(C)c2ccccc12 | -2 | 8% | 6 | 0.1 | 23%[57.1 µM] | 8%[57.1 µM] | -4% | -55 | 0.5
COC(=O)c1cc(Br)c(=O)n(CCc2ccc(O)cc2)c1 | 7 | 7% | -11 | -0.2 | 3% | -3% | -22% | 13 | -1.2
COC(=O)Cc1cccc2c(=O)c3ccccc3oc12 | -3 | 0% | 8 | -1.9 | 2% | 2% | -23% | . | .
COC(=O)Cn1c(CCS(=O)(=O)c2ccc(Cl)cc2)nc2ccccc21 | 5 | 3% | 7 | -0.2 | -7% | 7%[57.1 µM] | 4% | -3 | -0.6
O=C(NCCc1ccc(Cl)cc1)c1ccc(Cn2c(=O)[nH]c3ccccc3c2=O)cc1 | 7 | -10% | 1 | 0.2 | 10%[57.1 µM] | 5%[57.1 µM] | 7% | . | 0.5
O=C(NCC1CCCO1)C(=O)NCC(c1ccco1)N1CCN(c2ccccc2)CC1 (configuration not stated) | 6 | 3% | 5 | -0.2 | -8% | -11% | -1% | 20 | 35*
CCCCc1nnc(NC(=O)C23CC4CC(CC(NC(C)=O)(C4)C2)C3)s1 | 6 | -20% | 3 | 0.3 | -8% | -4% | -14% | 7 | 0.2
CN(c1ccccc1)S(=O)(=O)c1cccc(NC(=O)CN2C(=O)NC3(CCCC3)C2=O)c1 | 2 | 1% | 4 | 0.3 | -6% | -12% | -6% | 0 | 0.0
S=c1nc(C2CCCCC2)n(-c2ccccc2)[nH]1 | 2 | 0% | -2 | 0.1 | -12%[57.1 µM] | -1%[57.1 µM] | -9% | 3 | -0.1
CC(C)N(C(=O)[C@H]1C[C@H](CC(=O)NCC23CC4CC(CC(C4)C2)C3)C(=O)N2CCc3c([nH]c4ccc(Cl)cc34)[C@]12C)C(C)C | . | -4% | -1 | . | -14% | -13% | ? | . | .
O=C(N[C@H](C(=O)O)c1ccccc1)C1CCC(Cn2cnc3ccccc3c2=O)CC1 (some centres not stated) | -2 | 6% | 6 | 0.3 | 13% | 6% | -18% | -2 | -0.3
Cc1cc(C)cc(NC(=O)CSc2nc(=O)n(CCN3CCOCC3)c3c2CCC3)c1 | -3 | 5% | 0 | -0.6 | 18%[57.1 µM] | 3%[57.1 µM] | -13% | . | -0.1
CCOC(=O)Cn1nnc(-c2ccc([N+](=O)[O-])cc2)n1 | -3 | 7% | -5 | 0.4 | 3%[57.1 µM] | 8%[57.1 µM] | ? | -2 | 0.2
O=C(c1ccc(-c2nnc(-c3ccccc3)o2)cc1)N1CCCCCC1 | 3 | 3% | -13 | -0.3 | 13% | 1% | -19% | 4 | -0.3
